Giardia killer: kills Giardia lamblia. Giardia lamblia trophozoite viability. activity change, % at 7.66 µM, hits read low. 0.15% of 340,000 active. AID 540267; in the data active = activity change below about -80%; inconclusive = between about -30% and that limit;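 note: parasites exposed to compound for two days anaerobically before the ATP read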
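Luminescent ATP signal served as the viability read-out, measured 15-30 min after adding ATP detection reagent to trophozoites that had been incubated with compounds for 48 hrs at 37 deg C anaerobically at 100 cells/well.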
Eya2 inh: Eya2 (human) phosphatase inhibition; O00167; recombinant Eya2, OMFP fluorescence dephosphorylation (OMFP is methylfluorescein phosphate); Potency, µM (top dose mostly 76.9 µM), for the others: at the highest dose activity, negative = inhibition, hits mostly inhibitors; 0.006% of 330,000 active; AID 488837; note: potency is the fitted concentration of half-maximal effect
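Eya2 (0.2 uM) preincubated 10 min at ambient with compound, then OMFP substrate added at 50 uM; 10 min reaction in 50 mM HEPES pH 7.5, 50 mM NaCl, 5 uM MgCl2, 0.05% BSA, 1 mM DTT. Fluorescence read at Ex 485/Em 525 nm.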
uPA generation: blocks generation of uPA at the cell surface. cell surface uPA generation assay, qHTS. 0.31% of 330,000 active. Potency, µM (doses to about 38.3 µM), inactives show at the highest dose activity change, negative = inhibition, hits mostly inhibitors; active = well fitted inhibition curve with a large enough effect; inconclusive = small, poorly fitted or top-dose-only effect; inactive = no such curve, though single readings can be large or run the other way; tested in mouse RAW 264.7 cells; note: potency is the fitted concentration of half-maximal effect; nearly all actives have a fitted effect of over 55% in size
USP2a inh: inhibitors of human ubiquitin-specific protease USP2a; O75604; USP2 core, Ub-CHOP2 coupled fluorogenic reporter, 485/531; Potency, µM (top dose mostly 38.3 µM), for the others: at the highest dose activity change, negative = inhibition, actives largely listed as inhibitors; 0.01% of 330,000 active;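 note: potency is the fitted concentration of half-maximal effect; plate controls were DMSO wells for no effect and full inhibition by NEM control for full effect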
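Cell-free coupled assay: 10nM USP2 core preincubated 30min RT with compound in Tris-HCl pH 8.0/CaCl2/CHAPS buffer, then 25nM Ub-CHOP2 and 25nM reporter substrate; fluorescence (Ex 485/Em 531) read after 60min RT, normalized to NEM inhibition, concentration-response curves fitted.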
GALK inhibitor: inhibitors of human galactokinase; P51570; Purified GALK, Kinase-Glo residual ATP luminescence; Potency, µM (series often up to 57.5 µM), for the others: at the top dose activity change, negative = inhibition, actives largely listed as inhibitors; 0.007% of 270,000 active; note: potency is the fitted concentration of half-maximal effect
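ATP-depletion format; final 35 uM ATP, 100 uM D-galactose, 5 nM enzyme; pH 8.0 HEPES/Mg2+ buffer; 60 min RT; luminescence read 10 min after detection reagent.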
FBPA coupling cs: inhibits coupling enzyme system, counter-screen for aldolase hits | activity change, negative = inhibition, % at 58.2 µM, hits read low | 0.67% of 290,000 active | coupling enzyme system counterscreen, AmpLite Red fluorescence | AID 2472; in the data active = activity change below about -30%
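Counterscreen lacking aldolase: glyceraldehyde-3-phosphate coupling-enzyme reagent preincubated 10 min at RT with compound (at 57.5 uM final), then substrate/coupling system with AmpLite Red added; fluorescence read at 525/598 nm after 20 min RT.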
Chronic BCR inh: blocks chronic active B-cell receptor signaling; ABC-DLBCL IkBa-CBG/CBR reporter, luminescence ratio, 4 h; Potency, µM (doses to about 46.1 µM), without a hit: top-dose ratio change, negative = lower green/red ratio, most hits filed as inhibitors; 0.05% of 340,000 active; AID 493014; active = well fitted inhibition curve with a large enough effect in the signal ratio, with a control signal flat, not every such curve was filed as active; inconclusive = small, poorly fitted or top-dose-only effect, or effect the other way, or a change in a side signal; the % refers to the signal ratio;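 note: potency is the fitted concentration of half-maximal effect; plate controls were basal doxycycline-induced cells for no effect and cells given 10 µM MG132 for full effect; MG132 reads +100%, hits lower the ratio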
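TMD8 human ABC-DLBCL cells with doxycycline-inducible IκBα–green luciferase fusion and unfused red luciferase, in 0.5% FBS medium; compounds up to 46 uM, 4 h at 37C. Green/red luminescence ratio, filter-overlap corrected, fitted to concentration-response curves.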
KCNH2 3.1 block: inhibitors of human KCNH2 3.1 potassium channel isoform; U2OS KCNH2 3.1, thallium flux FluxOr; stronger effect = lower value; activity change, % (tested at about 1.8 µM); 0.95% of 340,000 active;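 active = maximum activity change below -70%; inconclusive = maximum activity change from -70% to -50%; inactive = maximum activity change above -50%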;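 note: thallium influx rate constant from kinetic fluorescence after stimulation buffer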
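Thallium flux via FluxOr fluorescence (Red40 quencher, 45 min loading) in U2OS cells virally expressing the KCNH2 3.1 isoform (1.77 x 10^8 /mL virus, overnight at 37 C). Rate constants from 2-min kinetic reads post-stimulation, normalised to positive and negative controls.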
hERG WT inh: blocks the wildtype human KCNH2 potassium channel | 0.37% of 340,000 active | activity change, % at 1.84 µM | U2OS, BacMam KCNH2, thallium flux FluxOr; stronger effect = lower value | Q12809 | AID 720551;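 active = maximum activity change below -70%; inconclusive = maximum activity change between -70% and -50%; inactive = maximum activity change above -50%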
Target sequence (Q12809 whole entry, looked up): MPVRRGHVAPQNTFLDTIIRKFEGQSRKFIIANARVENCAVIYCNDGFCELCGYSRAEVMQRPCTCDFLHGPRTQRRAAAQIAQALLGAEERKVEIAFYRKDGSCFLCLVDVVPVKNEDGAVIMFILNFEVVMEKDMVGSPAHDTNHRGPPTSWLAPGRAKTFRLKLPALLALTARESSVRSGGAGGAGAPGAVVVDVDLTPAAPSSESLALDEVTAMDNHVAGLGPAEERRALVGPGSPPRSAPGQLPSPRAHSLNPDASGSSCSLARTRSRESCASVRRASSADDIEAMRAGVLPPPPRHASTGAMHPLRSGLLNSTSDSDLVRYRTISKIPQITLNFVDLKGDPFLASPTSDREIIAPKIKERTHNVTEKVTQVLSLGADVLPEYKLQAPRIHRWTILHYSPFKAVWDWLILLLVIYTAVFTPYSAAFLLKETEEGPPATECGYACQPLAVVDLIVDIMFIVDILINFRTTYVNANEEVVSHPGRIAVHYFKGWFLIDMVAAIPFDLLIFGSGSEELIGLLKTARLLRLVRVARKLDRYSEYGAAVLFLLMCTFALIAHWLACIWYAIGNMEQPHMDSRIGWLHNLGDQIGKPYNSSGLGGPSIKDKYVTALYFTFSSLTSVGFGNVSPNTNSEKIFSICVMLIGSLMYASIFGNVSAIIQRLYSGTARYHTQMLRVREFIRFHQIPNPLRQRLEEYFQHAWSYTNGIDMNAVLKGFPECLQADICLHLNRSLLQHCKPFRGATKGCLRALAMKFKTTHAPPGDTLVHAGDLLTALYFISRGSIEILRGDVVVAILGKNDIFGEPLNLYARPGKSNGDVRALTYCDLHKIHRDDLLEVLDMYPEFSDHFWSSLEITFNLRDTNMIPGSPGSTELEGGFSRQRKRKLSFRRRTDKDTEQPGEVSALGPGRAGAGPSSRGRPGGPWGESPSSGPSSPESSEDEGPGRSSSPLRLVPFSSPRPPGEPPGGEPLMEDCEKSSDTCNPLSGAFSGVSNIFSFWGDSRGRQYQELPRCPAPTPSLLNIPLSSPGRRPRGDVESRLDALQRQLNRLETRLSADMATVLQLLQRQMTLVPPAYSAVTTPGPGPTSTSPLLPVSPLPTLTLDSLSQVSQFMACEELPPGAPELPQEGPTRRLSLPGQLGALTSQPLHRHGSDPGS
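U2OS cells were transduced with wild-type KCNH2 virus (2.03 x 10^8 / mL) for 4 h at room temperature, then cultured overnight at 37 C. Thallium flux was read with FluxOr dye. Rate constants were normalized to DMSO controls.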
B2AR arrestin: beta2AR (human) beta-arrestin recruitment activity; P07550; beta-arrestin recruitment to beta2AR, cell-based reporter; Potency, µM (top dose mostly 46.1 µM), for inactives: top-dose activation, usual class: activators; 0.02% of 330,000 active;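 note: potency is the fitted concentration of half-maximal effect; 0% = DMSO controls and full agonism = EC100 isoproterenol or metaproterenol; nearly all actives have a fitted effect of over 65% in size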
PKM2 act: activators of human pyruvate kinase M2; P14618; purified PKM2, Kinase-Glo ATP luminescence, activation; response scale: 0% is enzyme alone, no compound; Potency, µM (series often up to 57.5 µM), for inactives: at the highest dose activation, usual class: activators; 0.34% of 260,000 active; note: potency is the fitted concentration of half-maximal effect; nearly all actives have a fitted effect of over 55% in size
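Purified hPK-M2 (>95%) run at intermediate activity with 0.1 mM ADP and 0.5 mM PEP in 50 mM imidazole pH 7.2, KCl, MgCl2; 1 h room temperature. ATP formed read by Kinase-Glo luminescence; normalized to uninhibited and no-enzyme controls.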
Active calls of the source: *; u = inconclusive; x = not tested or not shown; [ ] = remark or other dose. Unless noted, calls come from the whole dose curve; as a rule, active = well fitted curve in the direction sought with a large enough effect; inconclusive = small, poorly fitted or top-dose-only effect, or another doubt; inactive = no such curve, though single readings can be large; an effect the other way counts as inactive or inconclusive. Unless noted, % is set by controls: 0 for no effect and ±100 for the full control effect.

SMILES	Giardia killer	Eya2 inh	uPA generation	USP2a inh	GALK inhibitor	FBPA coupling cs	Chronic BCR inh	KCNH2 3.1 block	hERG WT inh	B2AR arrestin	PKM2 act
Cc1cccc(N(C(=O)c2snc(C(N)=O)c2N)C(C(=O)NCC2CCCO2)c2c[nH]c3ccccc23)c1 (stereo unspecified)	6	-10%	1%	-10%	3%	0	u	6	3	-0.2%	x
COc1ccc2c(c1)C(C)CC(C)(C)N2C(=O)CSc1ncn[nH]1 (stereo unspecified)	-14	-8%	1%	-1%	2%	2	-1%	1	-1	0.0%	-2%
CCOc1ccc(/C=N/NC(=O)c2nnn(-c3nonc3N)c2COc2ccc(F)cc2)cc1	-5	10%	-6%	2%	x	3	16%	6	-6	-0.2%	-2%
CCOc1ccc(CN2CCN(CCCc3ccccc3)C(CCO)C2)cc1 (stereo unspecified)	-2	-4%	-18%	0%	2%	-1	-2%	-78*	-2	-0.4%	-6%
Cc1c(NC(=O)CSc2nnnn2-c2ccc(C(=O)O)cc2)c(=O)n(-c2ccccc2)n1C	43[activator]	-4%	-5%	2%	-4%	0	-3%	-4	2	-0.4%	-1%
CCOC(=O)C1=C(CSc2nc3c(cc2C#N)CN(C)CC3)OC(N)=C(C#N)C1c1ccc(F)cc1 (stereo unspecified)	-10	8%	2%	-10%	1%	-8	u	16	4	0.2%	-10%
CCSc1nnc(CNc2ccc(F)cc2)n1CC1CCCO1 (stereo unspecified)	-1	-6%	-2%	0%	4%	0	11%	-6	-3	0.0%	2%
COc1ccc(C(=O)NNC(=S)NC2CCCCC2)cc1OC	2	-8%	0%	0%	6%	-1	u	14	-2	0.0%	-13%
CCCOC(=O)CN1C(=O)c2ccccc2C1=O	17	7%	-2%	1%	3%	4	-1%	27	-3	-0.6%	0%
COc1ccc(C(=O)N/C(=C\c2ccccc2)C(=O)NC(CC(C)C)C(=O)O)cc1 (stereo unspecified)	5	-13%	-3%	6%	0%	1	2%	6	2	-0.1%	-12%
O=C(CSc1ncnc2c1oc1ccccc12)Nc1cccc(F)c1	-13	-18%	2%	3%	5%	3	1%	-7	-1	-0.3%	-3%
CC(C)[C@H](NC(=O)c1ccccc1F)C(=O)Nc1ccc2c(c1)OCO2	11	17%	1%	-1%	x	x	-2%	17	8	2.9%	x
CCCCc1ccc(NC(=O)NCc2ccccn2)cc1	22	0%	-4%	0%	-2%	1	-1%	4	-4	0.8%	-6%
N#CC(C(=O)OC1CCCCC1)c1nc2ccccc2nc1N1CCCCC1 (stereo unspecified)	x	0%	x	-7%	12%	2	0%	x	x	-0.8%	12%
COc1ccc(C(CNC(=O)c2cccc(S(=O)(=O)N3CCOCC3)c2)N2CCOCC2)cc1 (stereo unspecified)	1	3%	1%	-1%	x	x	-3%	x	0	-0.9%	x
CN(CC(=O)Nc1ccc(Cl)cc1)C(=O)CNC(=O)c1ccc2ccccc2c1	13	-12%	-16%	-1%	-1%	-2	u	4	11	-1.0%	0%
Cc1ccnc(NC(=O)CCC(=O)N(CC(=O)NCc2ccc(F)cc2)c2cccc(F)c2)c1	-13	-9%	-1%	-1%	-3%	-1	3%	14	1	0.3%	4%
CCOc1cc(OCC)cc(C(=O)NC(=S)Nc2cccc(C(F)(F)F)c2)c1	-16	-3%	2%	3%	x	-8	10%	-6	8	-1.0%	-10%
CCc1ccc(NC(=O)CC2NCCNC2=O)cc1 (stereo unspecified)	-1	-15%	x	1%	0%	0	0%	2	x	0.0%	-2%
CC(NC(=O)CCc1c[nH]c2ccccc12)c1ccccc1 (stereo unspecified)	-16	6%	-8%	-1%	5%	2	5%	-1	-7	0.0%	2%
COc1ccc(CNC(=O)C2CCCN(c3nccc(C)n3)C2)cc1 (stereo unspecified)	18	2%	1%	2%	2%	6	u	0	-9	-0.2%	-5%
NC1=NN=C(c2ccc3c(c2)OCCO3)CS1	-16	21%	-10%	5%	2%	-3	u	-15	6	0.2%	-22%
CCn1c(C)nc2cc(C(=O)NNC(=O)CN(C)S(=O)(=O)c3ccc(NC(C)=O)cc3)ccc21	0	-3%	-9%	2%	x	x	1%	-1	-8	-0.4%	x
CC1CC(C)(C)NC(=S)N1CC(=O)NCc1ccccc1Cl (stereo unspecified)	-5	1%	-5%	4%	2%	-1	-5%	-23	0	-0.8%	2%
CC(=O)Nc1ccc(S(=O)(=O)Nc2nc3ccccc3nc2Nc2cccc(S(N)(=O)=O)c2)cc1	-16	u	1%	0%	-4%	5	u	0	-1	-0.5%	1%

Sorted by the number under GALK inhibitor (rising): 3 of the compounds above
molecule	Eya2 inh	uPA generation	GALK inhibitor	Chronic BCR inh	B2AR arrestin
Cc1c(NC(=O)CSc2nnnn2-c2ccc(C(=O)O)cc2)c(=O)n(-c2ccccc2)n1C	-4%	-5%	-4%	-3%	-0.4%
CN(CC(=O)Nc1ccc(Cl)cc1)C(=O)CNC(=O)c1ccc2ccccc2c1	-12%	-16%	-1%	u	-1.0%
COc1ccc2c(c1)C(C)CC(C)(C)N2C(=O)CSc1ncn[nH]1 (stereo unspecified)	-8%	1%	2%	-1%	0.0%

Next part:
SMILES	Giardia killer	Eya2 inh	uPA generation	USP2a inh	GALK inhibitor	FBPA coupling cs	Chronic BCR inh	KCNH2 3.1 block	hERG WT inh	B2AR arrestin	PKM2 act
COc1ccc(S(=O)(=O)N(C)C[C@H]2Oc3ccc(NC(=O)c4ccncc4)cc3C(=O)N([C@H](C)CO)C[C@@H]2C)cc1	-7	-1%	-2%	0%	x	x	-3%	9	-2	-0.2%	x
O=C(CN1CCN(c2ccccc2)CC1)Nc1scc2c1c(=O)oc1ccccc12	u	-1%	4%	9%	1%	2	u	22	-24	-0.4%	0%
COc1ccc(CN(C)CC(O)COC(c2ccc(OC)cc2)c2ccc(OC)cc2)cc1 (stereo unspecified)	-21	-10%	-8%	-11%	5%	1	u	-113*	u	-0.8%	x
CCOc1ccccc1N(CC(=O)NC(C)(C)C)C(=O)CCC(=O)Nc1nccs1	1	-8%	6%	0%	3%	0	6%	1	3	0.0%	0%
Cc1ccc(S(=O)(=O)Nc2ccc(C(=O)Nc3cc(C)on3)cc2)cc1	17	6%	x	0%	-1%	-3	u	-1	-9	-1.1%	-2%
Cc1cccc2cc3cccc(C)c3nc12	-8	-6%	-4%	3%	4%	-2	5%	1	-3	-0.6%	0%
Cc1ccc2nc(-c3cccc(S(=O)(=O)N4CCCC4)c3)cn2c1	-1	1%	-20%	4%	9%	-1	12%	-3	-3	-0.9%	3%
COc1ccc(CN2CCN(C(=O)c3ccc(-c4ccccc4)cc3)CC2)c(OC)c1OC	6	-2%	0%	0%	0%	-1	-15%	4	5	0.1%	9%
CCOc1ccc(S(=O)(=O)N2CCN(Cc3ccc4c(c3)OCO4)CC2)cc1C	25	-6%	2%	-4%	-2%	0	7%	-5	-4	-1.1%	x
CCN=C1SC(CC(=O)NC(N)=O)C(=O)N1CC (stereo unspecified)	-4	10%	-2%	3%	-1%	4	2%	-5	3	-1.8%	-1%
NC(=O)[C@@H]1CC2(CC(c3cccc(NC(=O)CC(c4ccccc4)c4ccccc4)c3)=NO2)CN1C(=O)[C@@H]1CCC(=O)N1 (stereo partly specified)	18	-4%	4%	9%	0%	-1	-2%	7	2	0.2%	3%
CCN(CC)C(=S)Nc1ccc(OC(F)F)cc1	-17	9%	5%	1%	1%	-1	2%	-1	-5	-0.5%	3%
Cc1ccc(S(=O)(=O)NCC(=O)N(CC(=O)NCc2ccco2)Cc2ccccc2)cc1	15	17%	3%	2%	-1%	-1	-2%	14	4	0.3%	x

Rewritten bar-delimited: entries from further up.
Structure | Giardia killer | Eya2 inh | uPA generation | USP2a inh | GALK inhibitor | FBPA coupling cs | Chronic BCR inh | KCNH2 3.1 block | hERG WT inh | B2AR arrestin | PKM2 act
Cc1ccc(S(=O)(=O)Nc2ccc(C(=O)Nc3cc(C)on3)cc2)cc1 | 17 | 6% | x | 0% | -1% | -3 | u | -1 | -9 | -1.1% | -2%
CCOc1ccc(S(=O)(=O)N2CCN(Cc3ccc4c(c3)OCO4)CC2)cc1C | 25 | -6% | 2% | -4% | -2% | 0 | 7% | -5 | -4 | -1.1% | x
COc1ccc(S(=O)(=O)N(C)C[C@H]2Oc3ccc(NC(=O)c4ccncc4)cc3C(=O)N([C@H](C)CO)C[C@@H]2C)cc1 | -7 | -1% | -2% | 0% | x | x | -3% | 9 | -2 | -0.2% | x
NC(=O)[C@@H]1CC2(CC(c3cccc(NC(=O)CC(c4ccccc4)c4ccccc4)c3)=NO2)CN1C(=O)[C@@H]1CCC(=O)N1 (stereo partly specified) | 18 | -4% | 4% | 9% | 0% | -1 | -2% | 7 | 2 | 0.2% | 3%

Assay outcomes (PubChem BioAssay)
